aDG glyco act – activators of alpha-DG glycosylation, primary screen, uHTS, Pro5-aDG cells, AlphaScreen | alpha-DG glycosylation AlphaScreen (IIH6); 0% Pro5, 100% B10-LARGE cell signal | activation, % at 10 µM | 360,000 tested, 0.22% active | AID 624168, 2012;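 active means activation of at least 8% versus controls, or a plate z-score of at least 8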;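 further: Pro5 are CHO cells carrying HIG-tagged alpha-DG that lacks glycosylation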
hiPSC survival – enhancers of single-cell hiPSC survival, primary screen, ATPlite luminescence | 100% = ROCK inhibitor wells, 0% = DMSO | survival enhancement, % at 20 µM | 360,000 tested, 0.044% active; in the data active means survival enhancement above about 18%;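 further: cells exposed to compounds for 16 hours before the ATP read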
HIF-2a inh – HIF-2a reporter inhibitors, primary screen, luminescence, 786-0 RCC cells | inhibition, % at 18.8 µM | AID 624352, 2012 | 786-0 RCC cells HIF-2a reporter, luciferase luminescence, overnight | 360,000 tested, 0.72% active;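 active means inhibition of the luminescence signal of 40% or more relative to plate controls, in a single-dose primary screen at 18.75 µM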
PDI turbidity – inhibitors of human PDI, primary screen, biochemical, turbidity, single point, plate reader; PDI insulin aggregation turbidity, A650, 90 min; 350,000 tested, 0.052% active; AID 588391, 2011; Protein disulfide-isomerase (Homo sapiens), P07237; inhibition, % at 10 µM;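 active means mean inhibition across replicates of 30% or more, whatever share of single replicates reach that level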;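 further: absorbance from insulin aggregation driven by PDI reduction with DTT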
Target sequence (P07237 whole entry, looked up): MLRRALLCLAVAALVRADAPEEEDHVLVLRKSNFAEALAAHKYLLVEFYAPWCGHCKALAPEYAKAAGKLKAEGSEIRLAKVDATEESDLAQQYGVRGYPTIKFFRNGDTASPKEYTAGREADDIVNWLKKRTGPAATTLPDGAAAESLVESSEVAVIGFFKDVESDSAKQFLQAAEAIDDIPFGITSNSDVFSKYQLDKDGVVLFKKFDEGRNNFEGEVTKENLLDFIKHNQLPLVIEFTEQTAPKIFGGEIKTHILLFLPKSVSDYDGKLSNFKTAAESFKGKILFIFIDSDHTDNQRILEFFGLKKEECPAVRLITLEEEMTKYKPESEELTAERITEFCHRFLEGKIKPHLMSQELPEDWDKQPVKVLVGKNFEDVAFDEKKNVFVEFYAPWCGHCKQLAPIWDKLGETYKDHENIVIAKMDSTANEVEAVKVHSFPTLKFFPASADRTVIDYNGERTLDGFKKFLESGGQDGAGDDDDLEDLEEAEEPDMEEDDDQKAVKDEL
Peg3 promoter – Peg3 promoter-driven luciferase inhibitors, primary screen, cell-based, HeLa, luciferase luminescence; 360,000 tested, 1.7% active; AID 588405, 2011; inhibition, % at 20 µM; HeLa PEG-Prom luciferase reporter, overnight;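 active means inhibition of at least 50% at 20 µM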
NR2E3 ag-1 – NR2E3 agonists in two-hybrid cells, primary screen, cell-based, luminescence, CHO-S, Gal4-NCOR/VP16-NR2E3; inhibition of corepressor binding, % at 3.98 µM; luciferase; AID 602229, 2012; Photoreceptor-specific nuclear receptor (Homo sapiens), Q9Y5X4; 360,000 tested, 0.35% active;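 active means inhibition above the mean of all tested compounds plus 3 SD, cut at about 70% in these data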;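 further: 0% = DMSO with NR2E3 transfected cells and 100% = cells lacking NR2E3 construct; higher means lower luciferase signal from less NR2E3 corepressor binding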
Target sequence (Q9Y5X4 whole entry, looked up, the tested form may be a part): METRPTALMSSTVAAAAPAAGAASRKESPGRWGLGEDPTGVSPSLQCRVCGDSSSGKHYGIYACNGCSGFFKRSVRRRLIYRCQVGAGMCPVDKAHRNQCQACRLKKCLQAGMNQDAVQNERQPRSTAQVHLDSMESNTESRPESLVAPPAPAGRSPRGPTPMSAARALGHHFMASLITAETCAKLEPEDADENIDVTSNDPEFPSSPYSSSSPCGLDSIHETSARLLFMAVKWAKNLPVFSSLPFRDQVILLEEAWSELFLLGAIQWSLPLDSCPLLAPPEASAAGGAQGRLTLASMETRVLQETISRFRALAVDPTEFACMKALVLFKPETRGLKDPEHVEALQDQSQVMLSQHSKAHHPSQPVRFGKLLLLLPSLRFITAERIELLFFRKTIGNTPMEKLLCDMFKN
Exocytosis inh – LAMP-1 surface exposure blockers, TALL-104 cells – cell-based, flow cytometry, MLPCN library, primary screen; 360,000 tested, 0.66% active; inhibition, % at 10 µM; TALL-104 LAMP-1 surface exposure; cells stimulated with thapsigargin and PMA;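 active means inhibition above about 55%, limit read from the data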
CaV13 ICDI inh – Disruptors of the CACNA1D IQ motif to Ca2+-dependent inactivation inhibitor domain association, primary screening, Förster resonance energy transfer in intact living …. 340,000 tested, 0.098% active. HEK cells, CFP/YFP FRET ICDI-IQ, plate reader, 10 min; percent FRET-ratio fall versus neutral wells. inhibition, % at 12.3 µM. AID 743397;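 active means mean replicate inhibition of at least 30% and at least 1% of replicates passing that level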;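 further: 0% = median of the neutral control wells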
NR2E3 ag-2 – inhibitors of NR2E3-RetCOR corepressor binding, primary screen, NR2E3 agonist project, biochemical, TR-FRET, GST-NR2E3, biotin-RetCOR; Photoreceptor-specific nuclear receptor (Homo sapiens), Q9Y5X4; 1536-well; inhibition of corepressor binding, % at 4.78 µM; 320,000 tested, 0.12% active; AID 2300, 2010;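 active means percent inhibition above the cutoff of mean plus 3 SD of all tested compounds, set per screening campaign, cut at about 20% in these data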;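 further: 0% = DMSO wells and 100% = biotin wells as full block of FRET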
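system = GST-tagged NR2E3 plus biotinylated RetCOR corepressor | input = 1.35 nM GST-NR2E3 | also added = 7 nM biotin-RetCOR | schedule = 5 h incubation at 4 °C | measured by = TR-FRET with europium anti-GST and streptavidin-D2, 340 nm excitation | read-out = percent loss of FRET ratio relative to control wells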
Vif imaging – HIV Vif self-association inhibitors, primary screen, imaging, HEK293T, single point | inhibition, % at 7.49 µM | 340,000 tested, 0.35% active | AID 602346, 2012 | HEK293T cells, Vif self-association by quenched fluorescence, 24 h; in the data active means inhibition above about 50%, passing the limit was not always enough; further: some results filed as inactive read as strong as hits
TRPM1 prom inh – inhibitors of MITF-dependent TRPM1 promoter reporter, primary screen, cell-based, SK-MEL-5, single point, luciferase; SK-MEL-5 TRPM1 promoter luciferase, 24 h; inhibition, % at 12.5 µM; 330,000 tested, 0.83% active; AID 488899, 2010;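 active means mean inhibition across replicates of 60% or more, whatever share of single replicates reaches that level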; further: values of inactives mirror those of a sister screen read the other way
Starred values were filed as active, the others as inactive; nt = no result given. This is a random part of the collection (roughly 3.5% active in at least one column).

Molecule	aDG glyco act	hiPSC survival	HIF-2a inh	PDI turbidity	Peg3 promoter	NR2E3 ag-1	Exocytosis inh	CaV13 ICDI inh	NR2E3 ag-2	Vif imaging	TRPM1 prom inh
Cc1ccc(CCN2CC(C(=O)NCc3cccnc3)CC2=O)cc1 (stereo unspecified)	0.5	-0.5	2	-2	8	4	4	-7	2	6	1
O=C(CN1C(=O)c2ccccc2C1=O)Nc1nccs1	0.1	0.2	12	-4	3	-6	1	-15	-2	7	-4
CCCCn1nc(NC(=O)COC)c2cc3ccc(C)cc3nc21	0.7	-0.2	7	-6	-2	-4	-2	nt	0	12	-1
O=S(=O)(c1cccc2ccccc12)N1CCC2CC1c1cc(-c3ccc(F)cc3)ccc12 (stereo unspecified)	0.1	0.6	-5	7	17	-8	-1	-5	nt	nt	8
NC(=O)C1CCN(C(=O)CSc2ccsc2[N+](=O)[O-])CC1	0.0	-0.6	23	-1	5	11	0	-3	nt	4	3
CC(C(=O)N1c2ccc(F)cc2CCC1C)N1C(=O)c2ccccc2C1=O (stereo unspecified)	0.0	-0.7	13	1	6	3	0	-4	0	-3	-8
CC1CN(C(=O)COC(=O)c2ccc(Cl)c(N)c2)CC(C)O1 (stereo unspecified)	0.0	-0.2	7	-8	-4	-2	1	-2	3	11	2
COc1ccc(N2CCN(C(=O)CN=C3NS(=O)(=O)C(c4ccc(C)cc4)=C3C)CC2)cc1	0.0	2.4	16	-2	26	-1	0	-4	2	-6	18
COc1ccc(NC(=O)Cc2c(Cl)cccc2Cl)cn1	-0.3	1.5	13	2	-10	23	-1	-7	-4	-5	-22
COc1ccc2oc(C(=O)OCC(=O)Nc3ccc(NC(C)=O)cc3)c(C)c2c1	-0.3	1.0	-31	6	-41	-1	-2	-6	-4	13	-6
COc1ccc(C(=O)Nc2ccc(S(=O)(=O)Nc3onc(C)c3C)cc2)cc1	0.3	0.3	21	0	-2	-4	-3	-5	3	0	6
Cc1ccc(C)n1Cc1ccccc1Cl	2.0	-1.2	11	-3	5	6	-3	-3	2	0	-7
O=C(O)c1ccccc1C(=O)c1cccc2c(Br)cccc12	-0.1	-0.6	10	10	7	23	-7	-5	nt	1	-6
COc1ccc(-c2cc3c(=O)n(CC(=O)NCc4cccnc4)ncn3n2)cc1	0.1	-4.9	-86	nt	-90	-62	-1	-6	1	-3	nt
NC(=O)c1ccccc1NC(=O)Cc1cccs1	0.2	-0.5	-3	5	10	-8	-5	0	2	1	11
Cc1cc(C)cc(NC(=O)C2(c3cccs3)CCOCC2)c1	0.1	1.2	3	15	0	2	0	-4	1	-2	-4
CCOC(=O)Cn1c(=O)oc2cc(S(=O)(=O)NCCc3ccc(OCC)c(OCC)c3)ccc21	0.0	1.1	10	13	12	18	1	-9	3	13	-1
CC(=O)Nc1ccccc1C(=O)N1CC2(C)CC1CC(C)(C)C2 (stereo unspecified)	0.3	-2.7	19	2	17	-11	2	-4	0	-3	3
Cc1cc(C)c(S(=O)(=O)c2ccccc2)c(OC(=O)c2c(Cl)cccc2Cl)n1	0.0	14	19	-2	-2	12	5	-4	-1	8	-2
C/C(N)=C(/C#N)C(=O)CSc1nnc(COc2cc(C)ccc2C)o1	0.0	-0.8	13	-4	6	-3	-4	-8	4	6	-7
Cc1nc([N+](=O)[O-])nn1C12CC3CC(CC(Br)(C3)C1)C2	-0.2	2.7	15	2	4	-8	6	nt	1	17	7
c1ccc(Sc2ccccc2CN2CCCC2)cc1	0.1	-0.5	16	10	-4	9	-3	-4	3	10	nt
COc1ccc(-c2nn(C)c(=O)c3ccccc23)cc1NC(=O)COc1ccc(C)cc1	1.3	-1.9	2	10	23	-14	20	-5	2	-17	19
COC(=O)[C@H](Cc1ccccc1)NS(=O)(=O)c1ccc(F)cc1Br	-0.1	-1.7	-11	0	-4	15	4	-5	nt	-1	0
COc1ccc(OC)c(NC(=O)CSc2sc3c(O)cc(=O)[nH]c3c2C#N)c1	-0.1	-0.4	20	11	8	-23	-3	-4	-2	13	1
CC(=O)N1CCc2c(sc(NC(=O)C3CC3)c2-c2nc3ccccc3s2)C1	0.0	-2.1	-13	2	0	-20	47	-9	6	40	4
CCn1c(/C=C/c2ccccc2Cl)nc2ccccc2c1=O	0.1	-0.4	-185	1	-152	0	0	-3	0	-1	-43
O=C(C/C=N/OCc1c(Cl)cccc1Cl)c1ccc(Cl)cc1	-0.1	-0.1	-16	-4	-11	-1	-2	-5	0	-5	-19
COc1cc(NC(=O)COc2cc3oc(=O)cc(C)c3cc2Cl)cc(OC)c1OC	1.7	0.5	-11	-1	-7	-9	-2	-6	1	-4	3
c1ccc2c(c1)CCN2CCN1CCc2ccccc21	-0.3	-0.6	-45	1	-11	-9	-16	-1	-1	nt	12

(next part)
Molecule	aDG glyco act	hiPSC survival	HIF-2a inh	PDI turbidity	Peg3 promoter	NR2E3 ag-1	Exocytosis inh	CaV13 ICDI inh	NR2E3 ag-2	Vif imaging	TRPM1 prom inh
COc1ccc(C(=O)Nc2ccc(C)cn2)c(OC)c1	-0.1	-2.7	62*	-7	74*	-47	-1	-4	-3	-21	75*
CCn1c(CN(C)c2ccccc2)nc2ccccc21	0.0	0.6	1	14	17	-21	-3	-3	-2	-4	-5
O=C(Cc1cccc(NC(=O)C2CCN(C(=O)CCc3ccccc3)CC2)c1)Nc1cccc(C(=O)N2CCCC2)c1	0.1	2.4	7	-6	-1	-22	-19	-8	-1	-5	16
CCc1ccc(C(C)NC(=O)/C=C/c2ccc(Br)cc2)cc1 (stereo unspecified)	-0.2	-0.9	-39	6	0	-12	2	-4	-2	-7	0
Cc1nc(SC2CCOC2=O)c2c(C)c(C)sc2n1 (stereo unspecified)	-0.2	0.0	17	2	2	-12	2	-6	-1	2	-6
Cc1cc(NC(=O)c2ccc(Br)o2)ccc1NC(=O)c1ccco1	0.0	-0.3	-108	-5	-100	-16	-3	-4	5	-6	-20
Cc1ccc(N2CCN(/N=C/c3ccccc3[N+](=O)[O-])CC2)cc1	0.0	0.3	-168	-4	-60	-5	-4	0	0	-1	-9
c1ccc2c(c1)Nc1ccncc1S2	0.0	-0.4	25	7	0	-10	12	-6	-9	-9	-7
CCOc1ccc(S(=O)(=O)Nc2ccc(OC)nc2)cc1	0.1	0.7	9	4	2	36	-3	-2	2	-7	9
COc1cccc(CN2CCC(Oc3ccc(C(=O)N4CCCCC4)cc3)CC2)c1	0.2	-0.1	17	3	5	-20	-1	-5	1	1	-7
CC(=O)NCc1ccc(S(=O)(=O)NC(C(=O)O)C(C)C)cc1 (stereo unspecified)	0.1	-0.5	3	0	13	1	0	8	-6	3	19
CN(C)/C=C(\C#N)S(=O)(=O)C(C)(C)C	1.1	-2.2	8	11	5	14	1	-4	2	7	1
Cc1cc(Cl)c2oc(C(=O)N3CCC(O)(c4ccccc4)CC3)c(C)c2c1	0.0	-0.4	-3	3	-18	-6	5	-5	2	0	-5
O=C(O)c1cccc2c(-c3ccccc3)c(-c3ccccc3)[nH]c12	-0.1	0.1	5	-1	-13	19	8	7	2	-8	-6
O=C(C[C@H]1C(=O)N(c2ccccc2)C[C@@H]1Cc1ccccc1)Nc1ccccc1	0.3	2.2	1	5	-7	1	2	-3	nt	-4	nt
COc1ccc(C2C(C(C)=O)=C(O)C(=O)N2Cc2ccccc2)c(OC)c1 (stereo unspecified)	0.1	2.6	15	-4	-5	0	7	-4	-2	-7	5
CC1(C(=O)NCc2ccc3c(c2)OCO3)CCN1C(=O)Cc1ccc(Cl)cc1Cl (stereo unspecified)	0.1	-0.4	14	-2	12	-1	-3	-9	nt	-11	nt
Cc1ccc(N2CCN(S(=O)(=O)c3nnc(NC(=O)c4ccccc4)s3)CC2)cc1	0.1	0.4	-2	nt	12	-18	7	10	-1	nt	nt
Cc1cccc(C)c1OCC(=O)NCc1nnc(SCC(=O)NC2CCCCC2C)n1C (stereo unspecified)	0.0	4.3	15	-3	22	-4	-2	-8	-2	-2	15
CC(Nc1n[nH]c(=O)[nH]c1=O)C(=O)N/N=C/c1cccs1 (stereo unspecified)	0.3	0.0	13	3	0	15	8	-5	-3	4	-2
Cc1c(NC(=O)CCC2CCCCC2)c(=O)n(-c2ccccc2)n1C	-0.3	0.1	8	-4	16	-23	4	-8	2	4	-6
O=C(Nc1cccc(Cl)c1)C1CCCN(S(=O)(=O)c2ccc(F)cc2)C1 (stereo unspecified)	0.5	-2.5	24	1	14	-10	-2	-9	6	5	13

Profiles, looked up by structure:
Profile of `CCc1ccc(C(C)NC(=O)/C=C/c2ccc(Br)cc2)cc1` (stereo unspecified) : aDG glyco act = -0.2; hiPSC survival = -0.9; HIF-2a inh = -39; PDI turbidity = 6; Peg3 promoter = 0; NR2E3 ag-1 = -12; Exocytosis inh = 2; CaV13 ICDI inh = -4; NR2E3 ag-2 = -2; Vif imaging = -7; TRPM1 prom inh = 0
Profile of `CC(Nc1n[nH]c(=O)[nH]c1=O)C(=O)N/N=C/c1cccs1` (stereo unspecified) : aDG glyco act = 0.3; hiPSC survival = 0.0; HIF-2a inh = 13; PDI turbidity = 3; Peg3 promoter = 0; NR2E3 ag-1 = 15; Exocytosis inh = 8; CaV13 ICDI inh = -5; NR2E3 ag-2 = -3; Vif imaging = 4; TRPM1 prom inh = -2

Source: PubChem
